# NOD2 inhibition: inhibition of NOD2-driven NF-kB reporter – cell-based, luminescence, uHTS, HEK293 (AID 1566). HEK293 NOD2/NF-kB luciferase reporter, luminescence; higher % means a stronger effect. one-dose inhibition, % at 4 µM; EC50 in µM for titrated hits. 0.63% of 290,000 active; also: many of its hits are not listed in these tables
# West Nile antiviral: inhibition of WNV-induced cytopathic effect – cell-based, CPE readout (AID 1621) | 0.02% of 290,000 active | CPE inhibition, % at 10 µM; hits with a dose series show IC50 in µM | West Nile virus-infected cells, CPE inhibition; higher % means a stronger effect; in the data active = a potency from the dose series; inconclusive = CPE inhibition mostly from about 3.7% at the one dose, without a potency; inactive = the rest, 99 in 100 with CPE inhibition below about 2.2%; also: strong numbers were not always called active
# Dengue-2 NS5 capping: flavivirus cap methylation enzyme inhibition – biochemical, confirmation dose response, primary screen (AID 588689). Dengue-2 NS5 methyltransferase capping enzyme assay, biochemical; higher % means a stronger effect. inhibition, % at 25 µM; hits with a dose series show IC50 in µM. 0.3% of 340,000 active; in the data active = a potency from the dose series; inconclusive = inhibition above about 29% without an active follow-up result
# NOD1 NF-kB reporter: inhibition of NOD1-driven NF-kB reporter – cell-based, luminescence, uHTS, primary screen (AID 1578) | NOD1-driven NF-kB luciferase reporter cells, luminescence; higher % means a stronger effect | inhibition, % at 4 µM, or EC50 in µM where a hit was titrated | 1% of 290,000 active; in the data active = inhibition mostly above about 36%, no sharp cut-off; inactive = mostly below about 34%;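 also: HEK-293T reporter cells stimulated with the NOD1 agonist gamma-tri-DAP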
# HIV fusion peptide: inhibitors of HIV fusion peptide binding, primary screen, biochemical, uHTS, fluorescence dequenching (AID 1986); cell-free peptide binding, fluorescence dequenching, 30 min; higher % means a stronger effect; one-dose inhibition, % at 20 µM; IC50 in µM for titrated hits; 0.3% of 290,000 active; in the data active = inhibition mostly above about 52%, no sharp cut-off; inactive = mostly below about 76%; also: some results filed as inactive read as strong as hits
# AID2073: disruptors of CaV2.2 binding to Mint1 – biochemical, HTRF (AID 2073) | HTRF protein-protein interaction, Mint1-CaV2.2; higher % means a stronger effect | inhibition, % at 20 µM; hits with a dose series show IC50 in µM | 0.19% of 290,000 active; in the data active = inhibition mostly above about 51%, no sharp cut-off; inconclusive = no clear call, values can overlap the other calls; inactive = mostly below about 53%; also: some results filed as inactive read as strong as hits
# KOR beta-arrestin-1: KOR antagonists, beta-arrestin recruitment, cell-based, luminescence, uHTS (AID 1778); KOR beta-arrestin recruitment, luminescence, antagonist mode; higher % means a stronger effect; one-dose inhibition, % at 10 µM; IC50 in µM for titrated hits; 0.091% of 290,000 active; also: strong numbers were not always called active
# KOR beta-arrestin-2: KOR agonists, beta-arrestin recruitment, primary screen, cell-based, luminescence, uHTS (AID 1777); KOR beta-arrestin recruitment, luminescence; higher % means a stronger effect; 0.02% of 280,000 active; one-dose activation, % at 10 µM; EC50 in µM for titrated hits; in the data active = activation above about 50%, passing the limit was not always enough; also: a part of the inactive calls stands beside numbers as strong as those of hits
# Yfh1-depleted yeast: enhancers of respiration in Yfh1-depleted yeast, dose response, Friedreich's ataxia, plus single-dose screen (AID 1465). S. cerevisiae Yfh1-off respiration, WST-1 reduction, 72 h; higher fold induction means a stronger effect. one-dose fold induction at 50 µM; EC50 in µM for titrated hits. 0.074% of 220,000 active;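 active = fold induction of absorbance versus untreated yeast above a set limit, then at least 30% activation at any dose in follow-up; inconclusive = repeats straddling the limit, or above it without dose testing; inactive = fold induction below the set limit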;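 also: activators that raise dye reduction in frataxin-depleted yeast; strong numbers were not always called active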
# Dengue-2 NS5 capping pilot replicate: recorded beside Dengue-2 NS5 capping, whose call it bears; inhibition, %; measured here: pilot screen replicate inhibition
# The depositor's hits bear a star; i = inactive; ? = inconclusive; . = not tested or not shown; [ ] = another dose, or the depositor's remark. Rule as the data show it, unless noted: active = inhibition above about 50%; inactive = the rest.
SMILES,NOD2 inhibition,West Nile antiviral,Dengue-2 NS5 capping,NOD1 NF-kB reporter,HIV fusion peptide,AID2073,KOR beta-arrestin-1,KOR beta-arrestin-2,Yfh1-depleted yeast,others
O=C(CSCc1ccc(F)cc1)NC1CCCC1,-10%,-0.1%,-2%,-25%,2.2%,-7%,27%,-1.1%,i,
CN(C)c1ccc(-c2noc(C3CCN(S(=O)(=O)c4cccc(C(=O)O)c4)CC3)n2)cc1,-3%,0.2%,3%,6%,14%,3%,-19%,2.5%,i,
COC(=O)c1cc(S(=O)(=O)NCCN2CCOCC2)cn1C,10%,-0.2%,3%,0%,2.7%,-1%,2%,-5.1%,.,
O=C1C=C(N2CCN(C3=CC(=O)CCC3)CC2)CCC1,9%,.,-4%,1%,-2.8%,2%,17%,-3.9%,.,
CC1Cc2ccccc2N1C(=O)CSc1nc2cc3c(cc2cc1C#N)OCO3 (configuration not stated),1%,-0.6%,0%,-22%,1.9%,45%,-51%,4.9%,i,
CCOC(=O)C1CCN(c2c(C(=O)c3ccccc3)cnc3ccc(CC)cc23)CC1,7%,-0.3%,-3%,-6%,-3.2%,-8%,24%,-6.3%,i,
Cc1cnccc1CNC(=O)CC1C(=O)NCCN1CC(C)(C)C (configuration not stated),16%,0.3%,.,16%,1.4%,-9%,-14%,-6.0%,i,
CCSc1nc2c(c(=O)[nH]c(=O)n2C)n1CC(O)COc1ccccc1C (configuration not stated),13%,-0.7%,-5%,12%,0.4%,-16%,-58%,16%,i,Dengue-2 NS5 capping pilot replicate=-1.8
COc1cccc(/C=N/n2c(-c3cc(C)[nH]n3)n[nH]c2=S)c1,13%,0.3%,-1%,6%,-0.6%,-65%,30%,-5.2%,i,
O=C(CCc1c[nH]c2ccccc12)NCCc1ccc2c(c1)OCCO2,2%,-1.0%,-5%,-36%,0.9%,13%,28%,1.7%,.,
CNC(=O)CSCc1cnn(-c2ccccc2)c1-n1cccc1,8%,-0.5%,0%,18%,7.8%,-2%,-21%,0.8%,i,
CCn1nccc1C(=O)NC1=C(C#N)CCC1,-10%,-0.1%,-1%,-3%,0.5%,-2%,-22%,2.0%,i,
CC(C)(C)c1ccc(-n2ncc3c2CCCC3NC(=O)c2cnccn2)cc1 (configuration not stated),39%,0.7%,-5%,-3%,-0.3%,-1%,-34%,5.8%,.,
Cc1ccc(C)c(NC(=O)CSc2nnc(-c3ccccc3)o2)c1,15%,-0.4%,2%,-5%,0.0%,3%,5%,-3.4%,i,
CCOC(=O)N1CCN(C(=O)c2cccc(NC(=O)c3ccco3)c2)CC1,10%,-0.1%,.,11%,2.0%,28%,-20%,0.0%,?,
CCSc1nc2sc3c(c2c(=O)[nH]1)CCCC3,21%,-0.3%,1%,-16%,-1.3%,14%,28%,4.5%,i,Dengue-2 NS5 capping pilot replicate=5.5
COCCn1c(SCc2nc3ccccc3s2)nc2ccccc21,-49%,-0.9%,-2%,-56%,-1.3%,-14%,6%,2.0%,i,
CC(C)(C)c1ccc(OCCON2C(=O)CCC2=O)c(Cl)c1,17%,0.2%,-3%,17%,-1.5%,11%,6%,-7.7%,i,
CCOc1ccc(N(CC(=O)NCC2CCCO2)S(=O)(=O)c2ccc(SC)cc2)cc1 (configuration not stated),-16%,-0.4%,0%,-5%,-0.4%,-10%,8%,7.9%,i,
COc1ccc(-c2[nH]ncc2/C=N/NC(=O)c2cccc([N+](=O)[O-])c2)cc1OC,14%,-0.2%,-6%,-39%,-4.3%,-4%,21%,-0.9%,i,
CC1(C)Cc2ccccc2-c2nc(NCCCO)n(-c3ccccc3)c(=O)c21,13%,-0.5%,-6%,-2%,0.2%,3%,1%,.,i,
O=C(Nc1ccc(O)cc1)/C(=C\c1ccncc1)NC(=O)c1ccccc1,-12%,0.2%,-6%,27%,-3.6%,6%,17%,5.6%,i,
Cc1ccc(OCc2ccc(C(=O)Nc3ccc(C(N)=O)cc3)o2)c([N+](=O)[O-])c1,7%,0.6%,.,-42%,-1.0%,-124%,-10%,-5.4%,i,
CCn1c(C2CC(=O)N(c3ccc(C)c(C)c3)C2)nc2ccccc21 (configuration not stated),-4%,0.6%,-5%,-43%,-1.3%,0%,19%,-3.6%,i,
CCOc1ccc(-c2nnc(-c3ccco3)o2)cc1,-78%,1.5%,-5%,-16%,1.0%,13%,-10%,-2.4%,i,
CCN1C(=O)N[C@@H](CCc2ccccc2)[C@@H](C(=O)OC)[C@H]1C,-2%,-0.2%,-6%,3%,-0.8%,-6%,31%,-2.2%,i,
CCCOC1CCCN(C(=O)c2cc(COc3ccc(F)c(F)c3)on2)C1 (configuration not stated),-44%,-1.7%,-5%,-56%,0.7%,7%,-19%,2.4%,.,
O=C(Nc1nccs1)c1ccccc1N=Cc1ccccc1,-1%,0.1%,-5%,6%,-2.0%,11%,-1%,-0.5%,i,
COc1ccc(NC(=O)CSc2nncn2C)c([N+](=O)[O-])c1,6%,0.0%,-12%,.,-3.6%,-6%,13%,2.3%,i,
COC(=O)CCCC1=CC2=C(c3ccccc3)C(=O)C(C)(OC(=O)C3CCCC3)C(=O)C2=CN1C(CO)CO (configuration not stated),1%,-0.1%,17%,-1%,-1.3%,-15%,25%,-0.9%,i,
CC(C)NC(=O)C1CC=CCC1C(=O)O (configuration not stated),2%,0.2%,1%,-31%,-0.3%,3%,-1%,-2.1%,i,
O=C(Nc1nnc(C2CCCC2)s1)C1CCC1,16%,0.8%,0%,-6%,0.3%,-6%,13%,-4.9%,i,
COc1ccc(-n2c(SCC(=O)Nc3cc(C)on3)nc3c(c2=O)SCC3)cc1,3%,0.1%,-3%,-16%,-1.8%,12%,25%,2.0%,i,
Cc1ccc(S(=O)(=O)c2cc3ccccc3oc2=O)cc1,.,0.2%,1%,.,0.0%,0%,-28%,15%,i,
O=C(Cc1cccs1)Nc1ccccc1-c1nc2ccccc2[nH]1,11%,-0.1%,.,8%,1.1%,41%,-37%,0.5%,i,
CC(=O)Nc1ccccc1OC(C)C(=O)N1CCC(C)CC1 (configuration not stated),16%,0.1%,-2%,-11%,-2.3%,0%,-1%,-9.6%,i,
Cc1cc(Nc2ccc(C(=O)O)cc2)n2nc(C)nc2n1,11%,-0.5%,-2%,-11%,1.0%,42%,-18%,-0.3%,i,
CC1(C)CC(=O)C(C2C3=C(CC(C)(C)CC3=O)Oc3ccccc32)=C(O)C1 (configuration not stated),-18%,0.7%,-1%,10%,1.8%,3%,-22%,26%,i,
CCOc1ccc(/C(O)=C2/C(=O)C(=O)N(CC3CCCO3)C2c2cccs2)cc1 (configuration not stated),2%,-0.2%,-6%,-15%,-1.5%,5%,15%,-1.4%,i,
Nc1ccc(Cc2ccccn2)cc1,-7%,0.4%,2%,-37%,-1.1%,-8%,-5%[20 µM],.,i,
CCOC(=O)Cn1c(C)cc(=O)c2ccccc21,10%,0.5%,-6%,9%,-1.5%,-3%,-8%,-0.3%,i,
C=CCC1(NCc2ccco2)CCN(CC)CC1,9%,0.4%,21%,-10%,2.2%,2%,-7%,-6.6%,i,
O=C(OCc1cc2ccccc2[nH]c1=O)C1CCCO1 (configuration not stated),-41%,0.5%,3%,-1%,-0.3%,14%,13%,-4.1%,i,
O=S1(=O)CC2SC(=S)N(Cc3ccccc3)C2C1 (configuration not stated),15%,-0.3%,.,-1%,-1.4%,-1%,9%,-1.6%,i,
COC(=O)c1ccc(CSc2nnc3ccccn23)o1,0%,-0.4%,1%,-30%,-4.0%,-10%,9%,-2.4%,i,
O=C(Nc1nnc(C2CC2)s1)c1cccc(S(=O)(=O)N2CCc3ccccc32)c1,.,0.2%,1%,.,-0.6%,3%,-59%,-2.3%,.,
COc1cccc(N=Cc2c(O)n(-c3cccc(C)n3)c(=O)c3ccccc23)c1,-23%,1.0%,-11%,18%,-2.8%,1%,31%,7.9%,i,
COc1ccc(Cn2cc([N+](=O)[O-])nc2C)cc1[N+](=O)[O-],2%,0.2%,-23%,2%,2.4%,0%,12%,-0.3%,i,

# The closing five entries of the part above come first, to join the parts.
SMILES,NOD2 inhibition,West Nile antiviral,Dengue-2 NS5 capping,NOD1 NF-kB reporter,HIV fusion peptide,AID2073,KOR beta-arrestin-1,KOR beta-arrestin-2,Yfh1-depleted yeast,others
O=S1(=O)CC2SC(=S)N(Cc3ccccc3)C2C1 (configuration not stated),15%,-0.3%,.,-1%,-1.4%,-1%,9%,-1.6%,i,
COC(=O)c1ccc(CSc2nnc3ccccn23)o1,0%,-0.4%,1%,-30%,-4.0%,-10%,9%,-2.4%,i,
O=C(Nc1nnc(C2CC2)s1)c1cccc(S(=O)(=O)N2CCc3ccccc32)c1,.,0.2%,1%,.,-0.6%,3%,-59%,-2.3%,.,
COc1cccc(N=Cc2c(O)n(-c3cccc(C)n3)c(=O)c3ccccc23)c1,-23%,1.0%,-11%,18%,-2.8%,1%,31%,7.9%,i,
COc1ccc(Cn2cc([N+](=O)[O-])nc2C)cc1[N+](=O)[O-],2%,0.2%,-23%,2%,2.4%,0%,12%,-0.3%,i,
Cc1cc2nc(N)sc2cc1[N+](=O)[O-],-5%,3.2%,-1%,-6%,-2.5%,?,-13%,-2.8%,i,
Cc1cccc(C)c1N1CCN(c2cc(Cl)nc(N)n2)CC1,27%,-0.6%,4%,12%,3.3%,-3%,-16%,0.0%,.,
O=C1c2ccncc2C(=O)N1CO,-13%,-0.2%,-5%,-1%,21%,-4%,-33%,2.7%,i,
COC(=O)CCCC(=O)N1CCC(CO)(CCc2ccccc2)CC1,9%,0.0%,-5%,-14%,0.9%,8%,7%[20 µM],-3.6%,.,Dengue-2 NS5 capping pilot replicate=-4.0
COc1cccc(CN2CCN(C(=S)NCc3ccc(Cl)cc3)CC2)c1,-1%,-1.0%,-2%,-10%,-1.1%,-14%,-37%[20 µM],-4.4%,i,
Cc1ccc2c(c1)NC(c1cccs1)C1=C(CC(C)(C)CC1=O)N2 (configuration not stated),7%,0.2%,2%,-14%,4.3%,-6%,-1%,-2.1%,i,
O=C(CN1C(=O)S/C(=C\c2ccc(Cl)cc2)C1=O)NC1C=CS(=O)(=O)C1 (configuration not stated),-12%,2.2%,5%,-41%,-5.2%,26%,-35%,-4.1%,.,
CC1=C(C(=O)Nc2ccc(C(=O)NC(C)c3ccccc3)cc2)SCCO1 (configuration not stated),-2%,0.1%,-1%,-23%,2.3%,9%,16%[20 µM],-7.8%,.,
COc1ccccc1NC(=O)CCc1nnc2ccc(N3CCCCC3)nn12,14%,0.1%,-6%,-26%,-1.3%,2%,6%,4.0%,.,
CCOC(=O)c1ccccc1NC(=O)CCNC(=O)Cn1cnc2ccccc2c1=O,1%,-0.5%,4%,-25%,-1.8%,-1%,-17%,3.9%,i,

# Not all compounds are listed (hit frequency here may not be typical).
